# LYP phosphatase – inhibitors of LYP phosphatase, biochemical, fluorescence intensity, uHTS (AID 1779) | one-dose inhibition, % at 11.5 µM; IC50 in µM for titrated hits | recombinant LYP phosphatase, fluorescence intensity; higher % means a stronger effect | actives 0.054% (n = 290,000); in the data active = inhibition above about 50%;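 note: plate controls were vehicle with enzyme for no effect and no enzyme for full effect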
# SIAH1 antagonists – Siah-1 peptide-binding antagonists, primary screen, biochemical, fluorescence polarization, rhodamine-plectin, uHTS (AID 1817); E3 ubiquitin-protein ligase SIAH1 (Homo sapiens); Siah-1 / rhodamine-plectin peptide fluorescence polarization; higher % means a stronger effect; displacement, % at 20 µM; hits with a dose series show IC50 in µM; actives 0.02% (n = 290,000);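 active = displacement of at least 50% at 20 µM, with a fluorescence ratio check between 0.3 and a set limit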;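 note: plate controls were Siah plus tracer with DMSO for no effect and tracer alone without Siah for full effect; strong numbers were not always called active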
# AID2073 – inhibitors of Mint1-CaV2.2 protein interaction, biochemical, HTRF (AID 2073); inhibition, % at 20 µM, or IC50 in µM where a hit was titrated; actives 0.19% (n = 290,000); HTRF protein-protein interaction, Mint1-CaV2.2; higher % means a stronger effect; Voltage-dependent N-type calcium channel subunit alpha-1B (Homo sapiens); in the data active = inhibition mostly above about 51%, no sharp cut-off; note: some results filed as inactive read as strong as hits
# The depositor's hits bear a star. This is a subset; rates above refer to the full screens.
1. O=C(Nc1ccc(Cl)cc1)C1C2C=CC3(O2)C1C(=O)N(CCCN1CCCCC1)C3C(=O)NC1CCCCC1 (configuration not stated)
2. O=C(c1cn(CC2CCCCC2)nn1)N1CCN(c2ccc(F)cc2)CC1
3. Cc1cccc(N2CCN(S(=O)(=O)c3cc4c(cc3Cl)NC(=O)CO4)CC2)c1C
4. Cc1ccc(-n2ncc3c2CCCC3NC(=O)c2ccoc2)cc1C (configuration not stated)
5. COc1cc2c(cc1OC)/C(=C/C(=O)c1ccc(F)cc1)NCC2
6. O=C(NCCCNC(=O)c1cnccn1)c1ccc(Cl)c(Cl)c1
7. O=C(O)c1cc(NC(=O)c2ccc([N+](=O)[O-])cc2)cc(NC(=O)c2ccc([N+](=O)[O-])cc2)c1
8. CCC1(c2ccccc2)NC(=O)N(CC(=O)Nc2ccc(S(N)(=O)=O)cc2)C1=O (configuration not stated)

Assay by compound	1	2	3	4	5	6	7	8
LYP phosphatase	-2%	-4%	-12%	-3%	-3%	-2%	-3%	-8%
SIAH1 antagonists	-2%	-2%	-6%	4%	7%	-3%	8%	2%
AID2073	6%	-5%	12%	-2%	11%	6%	7%	-7%

9. CCOC(=O)C1CCN(C(=O)CCNS(=O)(=O)c2cc(Br)cnc2N)CC1
10. O=C(CCC1N=C2c3ccccc3N=C(SCC(=O)NCC3CCCO3)N2C1=O)NCc1ccc(F)cc1 (configuration not stated)
11. COCC(C)N1CCC(n2nccc2NC(=O)CCCc2ccccc2)CC1 (configuration not stated)
12. O=C(Nc1ccc([N+](=O)[O-])cc1)c1cccc(S(=O)(=O)Nc2ccccn2)c1
13. CC(C(=O)c1ccc(-c2ccccc2)cc1)[n+]1cccc(Br)c1 (configuration not stated)
14. CSc1nc2c(c(=O)[nH]c(=O)n2C)n1Cc1ccccc1
15. CCC(C(=O)OCC(=O)N(CCOC)c1c(N)n(Cc2ccccc2)c(=O)[nH]c1=O)c1ccccc1 (configuration not stated)
16. COc1cccc(C(=O)Nc2cc3c(cc2N2CCOCC2)n(C)c(=O)n3C)c1

Assay by compound	9	10	11	12	13	14	15	16
LYP phosphatase	-11%	-10%	-8%	-2%	-10%	-10%	-8%	-10%
SIAH1 antagonists	-1%	2%	6%	7%	0%	0%	0%	-5%
AID2073	10%	7%	1%	6%	-3%	0%	32%	-3%

17. N#Cc1cnc(NCc2ccc(Cl)cc2Cl)nc1
18. Cc1[nH]c2ccccc2c1C(=O)C(=O)N1CCN(c2ccccc2F)CC1
19. Cc1cccc(NC(=O)C(=O)NNC(=O)c2ccc(C(C)(C)C)cc2)c1
20. CCCCn1c(N)c(N(CC(C)C)C(=O)c2ccc(COc3ccccc3)o2)c(=O)[nH]c1=O
21. O=C(CCc1ccccc1)N=C1SC2CS(=O)(=O)CC2N1c1ccc(F)cc1 (configuration not stated)
22. COc1ccccc1CNC(=O)c1sccc1C
23. O=C1CSC(c2ccccc2)N1CCc1ccccc1 (configuration not stated)
24. CN(C)C(=O)c1cc(C(=O)c2ccc(C(F)(F)F)cc2)c[nH]1

Assay by compound	17	18	19	20	21	22	23	24
LYP phosphatase	-9%	-7%	-7%	-6%	-11%	-5%	-5%	-4%
SIAH1 antagonists	4%	-3%	-4%	14%	6%	11%	-1%	10%
AID2073	11%	2%	1%	3%	1%	-4%	-2%	8%

25. O=C(c1ccc([N+](=O)[O-])cc1)N1CCN(C(=O)C2CCCCC2)CC1
26. CC1CN(C(=O)c2ccc(NS(=O)(=O)c3cccc(Cl)c3)cc2)CC(C)O1 (configuration not stated)
27. COc1cccc(NC(=O)CCc2nc(-c3cccs3)no2)c1
28. Cc1ccc(N(CC(=O)Nc2cc(C)cc(C)c2)S(=O)(=O)c2c(C)noc2C)cc1
29. O=C(O)c1ccc(NC(=O)c2cn(-c3ccccc3)nc2-c2cccc(Cl)c2)cc1
30. O=C(CCNC(=O)c1ccc([N+](=O)[O-])cc1)NNC(=O)c1ccncc1
31. CCOC(=O)c1ccccc1NC(=O)[C@@H]1CCCN1C(=O)OC(C)(C)C
32. O=C(CCCC(=O)Nc1ccc(Br)cc1)N/N=C/c1ccccc1

Assay by compound	25	26	27	28	29	30	31	32
LYP phosphatase	-10%	-15%	-7%	-5%	0%	-9%	-2%	-6%
SIAH1 antagonists	-2%	0%	-2%	-6%	28%	9%	3%	-3%
AID2073	-2%	2%	10%	6%	47%	7%	-4%	1%

# Another view of 18 compounds above:
# Second line of a record – LYP phosphatase | SIAH1 antagonists | AID2073
15	CCC(C(=O)OCC(=O)N(CCOC)c1c(N)n(Cc2ccccc2)c(=O)[nH]c1=O)c1ccccc1 (configuration not stated)
    -8% | 0% | 32%
16	COc1cccc(C(=O)Nc2cc3c(cc2N2CCOCC2)n(C)c(=O)n3C)c1
    -10% | -5% | -3%
17	N#Cc1cnc(NCc2ccc(Cl)cc2Cl)nc1
    -9% | 4% | 11%
18	Cc1[nH]c2ccccc2c1C(=O)C(=O)N1CCN(c2ccccc2F)CC1
    -7% | -3% | 2%
19	Cc1cccc(NC(=O)C(=O)NNC(=O)c2ccc(C(C)(C)C)cc2)c1
    -7% | -4% | 1%
20	CCCCn1c(N)c(N(CC(C)C)C(=O)c2ccc(COc3ccccc3)o2)c(=O)[nH]c1=O
    -6% | 14% | 3%
21	O=C(CCc1ccccc1)N=C1SC2CS(=O)(=O)CC2N1c1ccc(F)cc1 (configuration not stated)
    -11% | 6% | 1%
22	COc1ccccc1CNC(=O)c1sccc1C
    -5% | 11% | -4%
23	O=C1CSC(c2ccccc2)N1CCc1ccccc1 (configuration not stated)
    -5% | -1% | -2%
24	CN(C)C(=O)c1cc(C(=O)c2ccc(C(F)(F)F)cc2)c[nH]1
    -4% | 10% | 8%
25	O=C(c1ccc([N+](=O)[O-])cc1)N1CCN(C(=O)C2CCCCC2)CC1
    -10% | -2% | -2%
26	CC1CN(C(=O)c2ccc(NS(=O)(=O)c3cccc(Cl)c3)cc2)CC(C)O1 (configuration not stated)
    -15% | 0% | 2%
27	COc1cccc(NC(=O)CCc2nc(-c3cccs3)no2)c1
    -7% | -2% | 10%
28	Cc1ccc(N(CC(=O)Nc2cc(C)cc(C)c2)S(=O)(=O)c2c(C)noc2C)cc1
    -5% | -6% | 6%
29	O=C(O)c1ccc(NC(=O)c2cn(-c3ccccc3)nc2-c2cccc(Cl)c2)cc1
    0% | 28% | 47%
30	O=C(CCNC(=O)c1ccc([N+](=O)[O-])cc1)NNC(=O)c1ccncc1
    -9% | 9% | 7%
31	CCOC(=O)c1ccccc1NC(=O)[C@@H]1CCCN1C(=O)OC(C)(C)C
    -2% | 3% | -4%
32	O=C(CCCC(=O)Nc1ccc(Br)cc1)N/N=C/c1ccccc1
    -6% | -3% | 1%

# (continued)
33. CN(CCO)c1nc(NCc2ccccc2)c2cnn(C)c2n1
34. Cc1ccc(NC(=O)C(C)Sc2nnc(C)n2C)cc1 (configuration not stated)
35. Cc1ccccc1NS(=O)(=O)c1ccc2c(c1)oc(=O)n2C
36. COc1ccc(OC)c(NC(=O)CSc2nccn2Cc2ccco2)c1
37. Cc1ccccc1N1CC(C(=O)Nc2nnc(SCCN3CCOCC3)s2)CC1=O (configuration not stated)
38. COc1ccccc1N1CCN(C(=O)c2sc3ncn(CC(=O)N4CCC(C)CC4)c(=O)c3c2C)CC1
39. OC(CN1CC=C(/C=C/c2ccc(Br)cc2)CC1)c1ccccc1 (configuration not stated)
40. O=C(Nc1ccc(S(=O)(=O)NCC2CCCO2)cc1)C1CC(=O)N(c2ccccc2)C1 (configuration not stated)

Assay by compound	33	34	35	36	37	38	39	40
LYP phosphatase	-10%	-10%	-4%	-13%	0%	-11%	-3%	-1%
SIAH1 antagonists	4%	1%	-2%	3%	-4%	1%	-2%	-5%
AID2073	7%	-3%	12%	-4%	15%	8%	3%	-4%

41. Cc1cccn2c(NC(=O)c3ccccc3F)c(-c3ccccc3)nc12
42. CCOc1cc(C#N)ccc1OCC(=O)N1CCc2ccccc2C1
43. CC(=O)Nc1ccc(S(=O)(=O)N2CCN(C(=O)N3CCCC3)CC2)cc1
44. CCCCCCCCCCCCN1C/C(=C\C(=O)OCC)c2cc(C(F)(F)F)ccc2S1(=O)=O
45. Clc1ccc(SCCOCCN2CCOCC2)cc1
46. O=C(CN1C(=O)c2cccnc2Oc2ccc(Cl)cc21)NC1CCCCCC1
47. CCc1cc(-c2nnc(SCC(=O)NC3CC3)n2C)cs1
48. COc1ccc(C(C(=O)NC2CCCCC2)N(C(=O)c2snc(C(N)=O)c2N)c2ccc(OC)cc2OC)cc1 (configuration not stated)

Assay by compound	41	42	43	44	45	46	47	48
LYP phosphatase	-5%	-1%	-8%	-10%	-6%	-14%	-11%	1%
SIAH1 antagonists	4%	8%	9%	-6%	5%	-1%	2%	6%
AID2073	-2%	5%	-1%	10%	-3%	4%	-5%	4%

49. C/C(=N/NS(=O)(=O)c1ccc(Br)cc1)c1c[nH]c2ccccc12
50. CCOc1cc(/C=C2\C(=N)N3N=C(CC)SC3=NC2=O)ccc1OCCOc1ccc(NC(C)=O)cc1
51. C=CCn1c(NC(=O)c2ccccc2)nc2ccccc21
52. COc1ccc(OCc2cc(C(=O)N(C)Cc3cnccn3)no2)c(Cl)c1
53. COc1ccc(CNC(=O)C23CC4CC(CC(Br)(C4)C2)C3)cc1
54. Cc1ccc(CS(=O)Cc2ccc(C(=O)NC3CCC(C)CC3)o2)cc1 (configuration not stated)
55. CN1CCN(C(=O)/C(=C/c2cn(S(=O)(=O)N(C)C)c3ccccc23)NC(=O)c2ccccc2F)CC1
56. COc1ccc(C(=O)C2CCCN(C(=O)c3cccc(Cn4cccn4)c3)C2)cc1F (configuration not stated)

Assay by compound	49	50	51	52	53	54	55	56
LYP phosphatase	-4%	-5%	-3%	0%	-12%	-14%	-2%	-8%
SIAH1 antagonists	4%	-1%	-10%	-2%	-5%	2%	3%	10%
AID2073	7%	11%	-4%	4%	19%	10%	9%	3%

57. Cc1ccc(C(=O)NCCC(=O)N2CCOCC2)cc1
58. CC(=O)[C@@]12O[C@@H]1C[C@H]1[C@@H]3CC[C@H]4C[C@@H](O)CC[C@]4(C)[C@H]3CC[C@@]12C
59. CCOc1ccc2[nH]c3c(NCCC(C)C)ncnc3c2c1
60. COc1ccccc1/C=C1\CCC(C2CCCC2)C1=O (configuration not stated)
61. CC1CC(C)CN(CCCNC(=O)CCC(=O)N2CCOc3ccccc32)C1 (configuration not stated)
62. Cc1ccc(CCNC(=O)C2CCCN(c3ncnc4c3nc3n4CCCCC3)C2)cc1 (configuration not stated)
63. C=CCn1c(C)nnc1SCC(=O)NC1CCCCC1
64. CC(=O)Oc1ccc(/C=N\NC(=O)c2cc3c(ccc4ccccc43)o2)cc1

Assay by compound	57	58	59	60	61	62	63	64
LYP phosphatase	-5%	-4%	2%	-4%	-5%	-18%	-8%	-14%
SIAH1 antagonists	-1%	-6%	-2%	-4%	3%	-4%	8%	17%
AID2073	2%	7%	9%	-6%	-7%	-2%	-3%	4.1µM*

65. O=C1N/C(=N\S(=O)(=O)c2ccccc2)S/C1=C\c1cc([N+](=O)[O-])ccc1O
66. CC(=O)Nc1ccc(N=Cc2c(O)c3ccccc3oc2=O)cc1
67. S=C(Nc1cc(Cl)cc(Cl)c1)N1CCCC1
68. Cc1ccc2c(=O)cc(C(=O)NCc3ccccc3)oc2c1C
69. COc1ccccc1NC(=O)CC1CCCC1
70. COCCN(Cc1ccco1)C(=O)C1CCCN(c2ncnc3c2nc2n3CCCCC2)C1 (configuration not stated)
71. Cc1c(C)c2ccc(OCC(=O)N3CCN(c4ccc(F)cc4)CC3)c(C)c2oc1=O
72. CN(C)c1cccc2c(S(=O)(=O)N3CCCC3)cccc12

Assay by compound	65	66	67	68	69	70	71	72
LYP phosphatase	-8%	-5%	-4%	0%	-7%	-10%	-7%	-1%
SIAH1 antagonists	3%	1%	1%	1%	6%	-6%	3%	-4%
AID2073	24%	37%	-9%	15%	4%	1%	33%	-1%

73. CCOc1ccc(Nc2nc(N)c([N+](=O)[O-])c(N3CCN(CC)CC3)n2)cc1
74. CN1C(=O)/C(=C/c2ccccc2Cl)Sc2ccc(C(=O)N3CCCC3)cc21
75. Cc1ccc(C(=O)N[C@H](C(=O)Nc2ccc(F)cc2)C(C)C)cc1
76. COC(C(=O)N1CCC(CCC(=O)Nc2ccccc2)CC1)c1ccccc1 (configuration not stated)
77. C=CCn1c(SCC(=O)Nc2ccccc2F)nnc1C(C)NC(=O)c1ccccc1F (configuration not stated)

Assay by compound	73	74	75	76	77
LYP phosphatase	-4%	-4%	-4%	-7%	-8%
SIAH1 antagonists	-7%	1%	-8%	0%	-3%
AID2073	7%	10%	9%	-3%	1%
